Anthrax LF inh2: inhibitors of Bacillus anthracis lethal factor protease; P15917; AID 588501; inhibition, % at 10 µM; multiplex microsphere protease cleavage assay, LF; 360,000 tested, 0.12% active; also: plate controls were buffer without enzyme for full effect and enzyme alone for no effect
CCHF vOTU inh: blocks the CCHF virus ovarian tumor domain protease. CCHFV vOTU protease, Pep-AMC fluorescence. inhibition, % at 11.5 µM. 370,000 tested, 0.55% active; in the data active = inhibition above about 30%; also: 0% = vehicle wells with enzyme and 100% = no enzyme wells
Y pestis TopoI: Y. pestis Topo-I inhibition via cleavage products; Y. pestis Topo-I cleavage product accumulation, plate reader; activity, % at 10 µM; 360,000 tested, 0.064% active; AID 504884; in the data active = activity above about 50%, passing the limit was not always enough; also: inactives centre near 2
BoNT A protease: BoNT A light chain protease inhibition; multiplex microsphere protease substrate cleavage, flow cytometry; inhibition, % at 10 µM; 360,000 tested, 0.17% active; AID 588499; also: plate controls were buffer without enzyme for full effect and enzyme alone for no effect
TcdB GH inh: TcdB glycohydrolase inhibition | 350,000 tested, 0.24% active | inhibition, % at 9.99 µM | P18177 | TcdB glycohydrolase enzymatic assay, plate reader; in the data active = inhibition above about 10%
PfHsp40 yeast: rescue of PfHsp40-mediated yeast toxicity; growth rescue, % at 12.5 µM; AID 504582; S. cerevisiae expressing PfHsp40, growth rescue, ATP luminescence; 340,000 tested, 0.68% active; in the data active = growth rescue above about 28%, passing the limit was not always enough;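 also: yeast W303a lacking pdr1 and pdr3 grown in galactose medium; growth measured after three days at 30 °C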
PriA SSB inh: blocks PriA binding to SSB C-terminal tail. AlphaScreen SSBct-PriA binding, biotinylated peptide. inhibition, % at 33 µM. 430,000 tested, 0.6% active; in the data active = inhibition mostly above about 37%, no sharp cut-off; inactive = mostly below about 20%;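 also: plate controls were negative control peptide for no effect and reference peptide for full effect; strong numbers were not always called active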
SARS 3CLpro inh: SARS-CoV 3CLpro protease inhibition. P0C6X7. recombinant SARS-CoV 3CLpro, quenched FRET peptide cleavage. inhibition, % at 6 µM. 290,000 tested, 0.14% active; in the data active = inhibition above about 12%
BH1578 lux ind: induces V. cholerae light production without autoinducers; 350,000 tested, 0.16% active; V. cholerae BH1578 lux reporter, luminescence, 6 h; activation, % at 18.7 µM; in the data active = activation mostly above about 9.7%, no sharp cut-off; also: not every result past the cut was called active; inactives centre near 0; reference of the scale not given here
DUSP3 inh: DUSP3 (human) phosphatase inhibition; 290,000 tested, 0.52% active; inhibition, % at 13.3 µM; P51452; recombinant VHR phosphatase, pNPP absorbance; in the data active = inhibition above about 50%; also: some compounds called inactive have numbers as strong as hits
* = called active by the depositor; i = inactive; / = not tested or not shown; & = joins results of further samples. Rule as the data show it, unless noted: active = inhibition above about 30%; inconclusive = no clear call, values can overlap the other calls; inactive = below that. The list is partial; count on the stated rates, not on these rows.

nr | SMILES | PriA SSB inh | CCHF vOTU inh | Anthrax LF inh2 | DUSP3 inh | Y pestis TopoI | SARS 3CLpro inh | PfHsp40 yeast | BH1578 lux ind | TcdB GH inh | BoNT A protease
1 | O=C(c1ccco1)N1CCN(c2ncnc3scc(-c4ccc(F)cc4)c23)CC1 | 4&-6 | 7 | 0 | 18 | 7 | 4 | -2.0 | / | / | -0.6
2 | [N-]=[N+]=CC(=O)C(O)(c1ccccc1)C(Cl)c1ccccc1 (stereo unspecified) | -1 | -5 | 12 | / | -6 | / | / | i | 2.1 | 0.4
3 | Cc1[nH]c(C)c(S(=O)(=O)NCc2ccc(Cl)cc2)c1C(=O)N1CCCC1 | 1 | -6 | 0 | 11 | 0 | -2 | -0.8 | i | -1.6 | -3.4
4 | Cc1c(Cl)c(C(=O)NNC(=S)NCc2ccco2)nn1C | -3 | -9 | -4 | -9 | -8 | -6 | -1.9 | 0.1 | / | 0.3
5 | Cc1csc(SCC(=O)N(c2ccccc2)C(C)C)n1 | -1 | -7 | 2 | / | 18 | / | -0.1 | i | 1.3 | 3.8
6 | O=C(COc1cccc(Br)c1)Nc1ccc(Cl)c(S(=O)(=O)N2CCOCC2)c1 | -5 | 13 | -5 | / | 20 | / | -0.2 | i | 2.7 | -0.5
7 | Cc1ccc(-c2nnn(CC(=O)N3CCCCC3)n2)cc1 | 7 | 3 | 15 | 20 | -6 | 3 | -0.7 | i | 0.7 | -1.7
8 | CCN(CC)CCCNC(=O)c1cn(C)c2ccc(S(=O)(=O)N(C)C)cc2c1=O | -5 | 16 | -5 | 6 | -1 | -3 | -0.2 | -0.2 | 0.2 | -1.1

Shown with two lines to a compound: part of the list above.
Results follow in this order: PriA SSB inh, CCHF vOTU inh, Anthrax LF inh2, DUSP3 inh, Y pestis TopoI, SARS 3CLpro inh, PfHsp40 yeast, BH1578 lux ind, TcdB GH inh, BoNT A protease
[1] O=C(c1ccco1)N1CCN(c2ncnc3scc(-c4ccc(F)cc4)c23)CC1
    4&-6, 7, 0, 18, 7, 4, -2.0, /, /, -0.6
[7] Cc1ccc(-c2nnn(CC(=O)N3CCCCC3)n2)cc1
    7, 3, 15, 20, -6, 3, -0.7, i, 0.7, -1.7
[8] CCN(CC)CCCNC(=O)c1cn(C)c2ccc(S(=O)(=O)N(C)C)cc2c1=O
    -5, 16, -5, 6, -1, -3, -0.2, -0.2, 0.2, -1.1
[6] O=C(COc1cccc(Br)c1)Nc1ccc(Cl)c(S(=O)(=O)N2CCOCC2)c1
    -5, 13, -5, /, 20, /, -0.2, i, 2.7, -0.5
[5] Cc1csc(SCC(=O)N(c2ccccc2)C(C)C)n1
    -1, -7, 2, /, 18, /, -0.1, i, 1.3, 3.8

The results go on:
nr | SMILES | PriA SSB inh | CCHF vOTU inh | Anthrax LF inh2 | DUSP3 inh | Y pestis TopoI | SARS 3CLpro inh | PfHsp40 yeast | BH1578 lux ind | TcdB GH inh | BoNT A protease
9 | O=C(O)c1ccc(N/N=C/c2c(F)cccc2Cl)cc1 | / | 22 | -3 | 30 | 4 | 2 | 106* | i | 0.6 | 0.5
10 | O=C(Nc1csc(Cl)c1)c1ccccc1 | -16 | -1 | / | / | -5 | / | 2.2 | 0.0 | 1.8 | /
11 | Cn1nnnc1SCC(=O)Nc1ccc2c(c1)OCCO2 | 1 | 8 | 0 | 13 | 3 | 3 | -0.7 | -0.9 | -1.0 | -1.4
12 | Cc1ccc(C)c(NC(=O)CN(C)C(=O)COc2ncnc3sccc23)c1 | 3 | 1 | -1 | 0 | -6 | 3 | 0.7 | -0.3 | 1.6 | -0.3
13 | CCOc1ccc(N2CC(C(=O)NCCc3ccc(F)cc3)CC2=O)cc1 (stereo unspecified) | -4 | 10 | -2 | -11 | 2 | 8 | -0.6 | i | 1.9 | -3.2
14 | CCn1nc([N+](=O)[O-])c(C(C#N)c2nc3ccccc3n2C)c(Cl)c1=O (stereo unspecified) | 24 | -1 | -2 | -10 | -2 | -1 | -1.6 | -0.2 | -2.0 | -0.2
15 | O=C(N/N=C/c1cc([N+](=O)[O-])ccc1O)c1ccc2c(c1)OCCO2 | / | 5 | -4 | -4 | -11 | 0 | 0.1 | i | 0.7 | -1.3
16 | CCOC(=O)C(CC)n1cnc2c(nnn2-c2ccc(C)cc2)c1=O (stereo unspecified) | -16 | 11 | -6 | 34 | 7 | 1 | -0.7 | i | / | 1.7
17 | COc1ccc(C(=O)NCc2ccc(-n3cccc3)cc2)cc1OC | 6 | 2 | -2 | -19 | 7 | -4 | 1.8 | -0.3 | 2.0 | -0.9
18 | COC(=O)C1=C(Nc2ccccc2NS(=O)(=O)c2ccc(C(F)(F)F)cc2Cl)CSC1 | 1 | -4 | / | 25 | 6 | 7 | 2.0 | i | -0.8 | /
19 | CC(C)NC(=O)CSc1nc2sccc2c(=O)n1-c1ccccc1 | -11 | 4 | 1 | 26 | -6 | 0 | -1.7 | -0.4 | -0.1 | 1.0
20 | COCCNC(=S)NCc1ccc2[nH]c3c(c2c1)CCCC3 | 13 | 1 | -5 | 4 | 0 | -2 | 2.5 | -0.2 | -6.7 | -0.2
21 | Cn1nccc1NC(=O)COCC(=O)O | 0 | -6 | -4 | 9 | 1 | -2 | -0.9 | -0.5 | -1.5 | -1.0
22 | O=C(NCc1ccc(Cl)cc1)c1cc([N+](=O)[O-])ccc1Cl | -6 | 4 | 0 | 36 | 3 | -1 | 0.0 | -0.2 | 0.4 | -0.2
23 | Nc1ccn(-c2ncc(C(F)(F)F)cc2Cl)c(=O)n1 | 4 | -6 | -7 | 9 | 12 | 1 | 1.6 | i | -1.2 | 0.4
24 | Cc1cccc(C)c1OCc1n[nH]c(=S)o1 | -2 | 2 | -8 | -5 | -3 | -2 | 0.1 | i | / | -0.8
25 | CC1=C(C(=O)N(C(C)C)C(C)C)CC(CC(=O)NC2CC2)C(=O)N1Cc1ccccc1 (stereo unspecified) | / | 10 | 1 | / | / | / | / | / | 1.2 | -0.4
26 | Cc1cccn2c(=O)nc(SCC(=O)N3N=C(c4cccs4)CC3c3ccc(F)cc3)nc12 (stereo unspecified) | -19&-2 | -1 | -5 | / | 27 | / | -0.5 | 5.6 | 1.7 | 3.5
27 | COc1ccc(C(=O)N(C)Cc2cnn(Cc3ccccc3)c2)cc1S(=O)(=O)N1CCOCC1 | -1 | -7 | -1 | / | 6 | / | -0.1 | i | 0.6 | -0.2
28 | CN(C(=O)c1ccncc1)c1ccccc1 | -11 | 9 | -10 | 15 | -5 | 2 | 0.3 | i | 0.5 | -8.5
29 | CC(C)N(C(=O)[C@H]1C[C@H](CC(=O)NCCN2CCOCC2)C(=O)N2CCc3c([nH]c4cc(CCC(=O)N(C)C)ccc34)[C@]12C)C(C)C | -5 | 3 | -7 | / | 8 | / | -1.7 | -2.2 | 0.7 | -0.1
30 | Cc1cccc(NC(=O)c2ccc3nccnc3c2)n1 | -1 | 5 | -4 | -8 | 2 | 3 | -1.0 | -0.5 | 0.8 | 1.3
31 | CCOC(=O)N1CCN(CC(=O)Nc2ccc(OC)cc2)CC1 | 5 | -6 | -6 | 25 | -1 | 1 | -1.5 | 4.6 | / | 0.9
32 | COc1ccc(C(=O)c2ccc([N+](=O)[O-])cc2)c(OC)c1OC | -6 | 0 | -1 | / | -12 | / | -1.0 | -1.2 | 2.3 | -0.4

Sorted by formula weight (rising): part of the list above.
nr | SMILES | PriA SSB inh | CCHF vOTU inh | Anthrax LF inh2 | DUSP3 inh | Y pestis TopoI | SARS 3CLpro inh | PfHsp40 yeast | BH1578 lux ind | TcdB GH inh | BoNT A protease
28 | CN(C(=O)c1ccncc1)c1ccccc1 | -11 | 9 | -10 | 15 | -5 | 2 | 0.3 | i | 0.5 | -8.5
30 | Cc1cccc(NC(=O)c2ccc3nccnc3c2)n1 | -1 | 5 | -4 | -8 | 2 | 3 | -1.0 | -0.5 | 0.8 | 1.3
25 | CC1=C(C(=O)N(C(C)C)C(C)C)CC(CC(=O)NC2CC2)C(=O)N1Cc1ccccc1 (stereo unspecified) | / | 10 | 1 | / | / | / | / | / | 1.2 | -0.4
27 | COc1ccc(C(=O)N(C)Cc2cnn(Cc3ccccc3)c2)cc1S(=O)(=O)N1CCOCC1 | -1 | -7 | -1 | / | 6 | / | -0.1 | i | 0.6 | -0.2

(more compounds)
nr | SMILES | PriA SSB inh | CCHF vOTU inh | Anthrax LF inh2 | DUSP3 inh | Y pestis TopoI | SARS 3CLpro inh | PfHsp40 yeast | BH1578 lux ind | TcdB GH inh | BoNT A protease
33 | COc1cc(C(=O)Nc2nnc(C(F)(F)F)s2)c([N+](=O)[O-])cc1OC | -10 | 19 | -2 | -3 | 3 | 3 | 1.2 | i | -0.5 | -0.3
34 | O=C(/C=C/c1ccccc1Cl)N(Cc1ccccc1)C1CCS(=O)(=O)C1 (stereo unspecified) | -6 | 5 | -2 | -6 | 7 | 1 | 0.6 | -0.1 | / | 0.4
35 | O=C(CCc1nc2ccccc2c(=O)[nH]1)Nc1cccc(S(=O)(=O)N2CCOCC2)c1 | 3 | -3 | -3 | / | 2 | / | -0.5 | -2.5 | 1.0 | 6.5
36 | Cc1ccc(S(=O)(=O)N2CCCCC2)cc1NC(=O)c1cc(F)c(F)c(F)c1F | -3 | -2 | -6 | / | 0 | / | -0.3 | i | 2.2 | -0.2
37 | O=C(c1ccco1)N1CCN(C(=O)c2ccccc2OCc2ccc(Cl)cc2)CC1 | -7 | 5 | 1 | / | 34 | / | 253* | i | 0.7 | -1.6
38 | Cc1ccc(NC(=O)NCCN2CCN(C(=O)Nc3ccc(C)cc3)CC2)cc1 | -1 | 0 | -2 | -9 | 0 | -3 | -1.6 | -4.8 | 0.1 | 0.0
39 | CCN(Cc1ccccc1)C(=O)CSc1nc(C)cc2c1C(=O)OC2 | -10 | 10 | 0 | 29 | 9 | 10 | 0.1 | 0.8 | / | -0.2
40 | CC(C)CCN1CN(S(=O)(=O)c2cccs2)c2nc3ccccc3nc21 | -5 | 3 | -2 | 33 | -10 | 2 | 0.6 | i | / | -0.5
41 | CCOC(=O)CSC(CC)C(=O)Nc1nnc(C(C)C)s1 (stereo unspecified) | -6 | -3 | 13 | -3 | -1 | 3 | 1.0 | 0.5 | 0.2 | 0.8
42 | CC(C)[C@H](NC(=O)c1cccc(S(=O)(=O)N2CCOCC2)c1)C(=O)Nc1nccs1 | 3 | -12 | -7 | 4 | -9 | 4 | 0.2 | -0.3 | 0.3 | -1.1
43 | Cc1ccc(S(=O)(=O)N2CCCC2C(=O)Nc2nc3c(s2)CCCC3)cc1 (stereo unspecified) | -11 | 1 | -2 | 14 | 1 | -2 | 0.6 | i | / | -1.7
44 | Nc1[nH]ncc1-c1ccc(Cl)cc1 | -4&0 | -16 | -4 | 8 | 2 | -5 | -0.2 | 1.3 | 1.5 | -0.8
45 | COc1ccc(O)c(C(=O)c2cc(SCC(=O)O)c3nc4sc5c(c4c(=O)n3c2)CCCC5)c1 | -10 | 21 | 4 | 0 | 2 | -6 | -0.6 | -0.2 | 0.1 | 0.1
46 | Cc1nc2ccccc2nc1N1CCC(C)CC1 | -48 | 6 | 0 | -10 | 0 | -8 | 0.9 | i | / | 1.9
47 | C#C[C@]1(O)CCC2C3C(=O)C=C4C=CCC[C@]4(C)C3CC[C@@]21C (stereo partly specified) | -11 | 6 | 5 | / | -6 | / | / | -0.1 | 7.5 | 0.2
48 | CCOc1cc2c(cc1OCC)CN(C(=O)c1cccc(S(=O)(=O)N3CCCC3)c1)CC2 | -5 | 7 | 5 | / | 24 | / | -0.1 | -2.6 | 1.1 | 1.1
49 | Cc1cccc(-n2c(CCCN3C(=O)c4ccccc4C3=O)nc3ccccc3c2=O)n1 | -23 | -7 | 4 | 24 | 1 | -2 | -0.9 | i | / | -0.8
50 | O=C(O)c1nn2c(C(F)(F)F)cc(-c3cccs3)nc2c1Cl | -9 | 7 | -1 | -5 | 0 | -2 | 0.0 | -0.3 | 0.7 | -0.6
51 | Cc1ccc(NC(=O)c2oc3ccc(S(=O)(=O)N4CCOCC4)cc3c2C)cc1C | 5 | 0 | -6 | 4 | 6 | -6 | -0.5 | i | / | -0.1
52 | CCOC(=O)C1=C(CSc2nc3ccccc3s2)NC(=O)NC1c1cccc([N+](=O)[O-])c1 (stereo unspecified) | 0 | -12 | 0 | -8 | 7 | 1 | -0.8 | -0.2 | 0.3 | -0.9

Screens: PubChem, several laboratories
